# Bioassay records (PubChem BioAssay)
# DPM-DC inhibit: S. pneumoniae DPM-DC inhibition | actives 0.49% (n = 65,000) | calls only at 10 µM | purified DPM-DC, PK/LDH coupled NADH fluorescence;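 active = the 320 compounds with the highest percent inhibition in the single-dose primary screen, excluding strongly autofluorescent ones, cut at about 32% in these data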;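 note: kinetic rate of NADH fluorescence loss reporting ADP formed by the decarboxylase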
# HT1080 cytotoxicity: cytotoxicity in HT1080 fibrosarcoma cells, cell-based, fluorescence readout (AID 620) | HT1080 viability, fluorescence; higher % means a stronger effect | one-dose cytotoxicity, % at 10 µM; EC50 in µM for titrated hits | actives 0.42% (n = 87,000);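 note: cells exposed to compound overnight then 4 h with Alamar Blue; 0% = vehicle DMSO and 100% = killing control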
# Alkaline phosphatase: human TNAP enzyme inhibitors, biochemical, luminescent (AID 518). purified TNAP enzyme, luminescent substrate readout; higher % means a stronger effect. inhibition, % at 20 µM, or IC50 in µM where a hit was titrated. actives 0.09% (n = 64,000); in the data active = a potency from the dose series; inactive = the rest, 99 in 100 with inhibition below about 22%;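 note: plate controls were vehicle for no effect and reference inhibitor for full effect; many of its hits are not listed in these tables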
# LYP inhibition: LYP phosphatase inhibitors, primary screen, biochemical, DiFMUP fluorescence, recombinant catalytic domain, 10 µM (AID 606). recombinant LYP catalytic domain, DiFMUP fluorescence; higher % means a stronger effect. one-dose inhibition, % at 10 µM; IC50 in µM for titrated hits. 52,000 tested, under 10 active;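 active = IC50 under 40 µM in the dose-response test; inactive = IC50 of 40 µM or more, or never dose-tested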
# Spn PMK inh: inhibitors of Streptococcus pneumoniae phosphomevalonate kinase. purified PMK, PK/LDH-coupled NADH absorbance 340 nm. inhibition, % at 10 µM. actives 0.49% (n = 65,000). AID 539;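 active = top-ranked compounds by inhibition in the single 10 µM screen, taking a fixed number of the strongest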;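 note: 0% = full reaction with DMSO carrier and 100% = background rate without enzyme reaction; no value below 0 was filed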
# MK inhibit: blocks S. pneumoniae mevalonate kinase. purified MK, PK/LDH-coupled NADH absorbance 340 nm. inhibition, % at 10 µM. actives 0.48% (n = 65,000);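 active = ranked among the strongest by inhibition in the single 10 µM screen, a fixed top-ranked set picked for dose follow-up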; note: no value below 0 was filed
# HPDE-C7 viability: HPDE-C7 pancreatic duct cell viability loss – fluorescence, HTS (AID 430) | HPDE-C7 pancreatic duct cells viability, fluorescence; higher % means a stronger effect | cytotoxicity, % at 10 µM; hits with a dose series show EC50 in µM | actives 1.8% (n = 63,000);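 note: cells exposed to compound for 48 hours before viability readout; 0% = vehicle and 100% = reference cytotoxic drug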
# Bfl-1 inhibitors: Bfl-1 inhibitors, primary screen, biochemical, fluorescence polarization, FITC-Bid, mouse (AID 432); FITC-Bid BH3 peptide fluorescence polarization displacement; higher % means a stronger effect; displacement, % at 20 µM; hits with a dose series show IC50 in µM; actives 0.02% (n = 64,000); in the data active = a potency from the dose series; inactive = the rest, 99 in 100 with displacement below about 15%; note: strong numbers were not always called active
# KRASV12 cytotoxicity: cytotoxicity in KRAS-transformed pancreatic duct cells, primary screen, cell-based, fluorescence, HTS (AID 431); HPDE-C7K KRASV12 cells, Alamar Blue viability, 48 h; higher % means a stronger effect; cytotoxicity, % at 10 µM, or EC50 in µM where a hit was titrated; actives 1.7% (n = 63,000);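 active = compounds whose percent cytotoxicity in the single-dose primary screen, scaled between solvent and toxic-drug controls, exceeds 50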;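 note: 0% = DMSO solvent wells and 100% = doxorubicin-treated wells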
# Spn PMK inh pilot replicates: second read-out of Spn PMK inh, no call of its own (marks repeat the call); inhibition, %; measured here: pilot screen replicates
# MK inhibit pilot replicates: further read-out of MK inhibit, marked with its call; inhibition, %; measured here: pilot screen replicates
# DPM-DC inhibit pilot screen %: also measured in DPM-DC inhibit; calls as there; inhibition, %; measured here: pilot screen trials
# Numbers without * were called inactive; i = inactive; . = no result given. Cut-off read from the data, not from the text of the source, unless noted: active = cytotoxicity above about 50%; inactive = the rest.
SMILES,DPM-DC inhibit,HT1080 cytotoxicity,Alkaline phosphatase,LYP inhibition,Spn PMK inh,MK inhibit,HPDE-C7 viability,Bfl-1 inhibitors,KRASV12 cytotoxicity,others
O=C(NS(=O)(=O)c1ccccc1)c1ccccc1O,i,0.0%,8.9%,-0.8%,0.0,2.0,2.9%,-2.3%,4.5%,
CSc1ncccc1C(=O)OCC(=O)N(CC(C)C)C1CCS(=O)(=O)C1 (stereo unspecified),i,-1.1%,7.1%,-5.6%,6.0,1.0,3.3%,-3.3%,3.0%,
Cn1c(=O)c2ncn(CC(=O)Nc3ccc4oc(-c5cccc6ccccc56)nc4c3)c2n(C)c1=O,.,12.9%,4.4%,5.5%,3.0,8.0,8.5%,-6.1%,22.4%,
CC1(C)CC(=O)C2=C(C1)OC1=C(C(=O)CC(C)(C)C1)C2c1ccc(O)cc1O,i,63.3%*,18.5%,-18.0%,2.0,17.0,5.63µM*,5.1%,7.07µM*,
O=C(Nc1ccc2c(c1)OCO2)c1ccncc1,i,2.1%,10.4%,.,3.0,7.0,-4.7%,-2.3%,-1.4%,
CCN(CC)c1ccc(NC(=O)CN2CCN(CC(=O)Nc3ccccc3F)CC2)cc1,i,38.0%,6.3%,10.7%,6.0,0.0,-8.1%,-8.6%,35.2%,Spn PMK inh pilot replicates=6.0;MK inhibit pilot replicates=0.0;DPM-DC inhibit pilot screen %=0.0
COc1ccc(C2/C(=C(/O)c3ccccc3)C(=O)C(=O)N2CO)cc1 (stereo unspecified),i,32.8%,6.8%,-3.1%,0.0,0.0,-11.8%,-5.6%,4.4%,
O=C(Oc1ccc(-c2nnco2)cc1)N1CCCCC1,i,9.4%,.,.,0.0,3.0,.,.,.,
CCOC(=O)Cc1csc(NC(=O)C2C3C=CC(C3)C2C(=O)O)n1 (stereo unspecified),i,5.9%,7.7%,-0.9%,5.0,9.0,-2.6%,-3.0%,3.7%,
CCOc1ccc(-c2nc(CSCC(=O)NCc3ccco3)c(C)o2)cc1,i,7.6%,9.5%,.,14.0,1.0,-14.7%,-4.6%,4.2%,
CC1(C)Oc2ccc(C(=O)NC3CCCC3)cc2N(CC(=O)N2CCOCC2)C1=O,i,0.5%,1.5%,1.7%,13.0,7.0,6.2%,-1.4%,-4.9%,
Cn1c(SCc2cccc(C(F)(F)F)c2)nnc1-c1ccco1,i,-6.4%,8.0%,4.2%,6.0,5.0,-0.7%,-6.4%,-6.6%,
O=C(Nc1ccc(Cl)c(Cl)c1)N(Cc1cccnc1)Cc1ccco1,i,-0.1%,10.4%,17.0%,18.0,0.0,-8.7%,2.3%,-10.2%,
CC1CCCN(CCC(=O)c2ccc(Br)cc2)C1 (stereo unspecified),i,5.9%,10.7%,.,8.0,19.0,-1.4%,-3.8%,-2.1%,
O=c1cc(CSc2ccccn2)c2ccccc2[nH]1,i,18.8%,5.4%,-0.9%,4.0,0.0,-6.3%,4.5%,-6.3%,Spn PMK inh pilot replicates=0.5;MK inhibit pilot replicates=2.5;DPM-DC inhibit pilot screen %=0.5
COC(=O)Nc1cc(C)nc2ccccc12,i,-9.1%,12.1%,1.9%,8.0,3.0,-11.9%,9.6%,-5.1%,
COc1ccc2c(c1)c(=O)oc1c(C)c3occ(C)c3cc12,i,4.6%,5.3%,.,11.0,11.0,2.4%,-5.9%,-2.1%,
CN(C)CCOCCP(=O)(c1ccccc1)c1ccccc1,i,6.3%,4.7%,.,0.0,2.0,-0.5%,-1.0%,9.0%,
CC(=O)N1CCN=C1SCc1ccc(Cl)cc1,i,-2.5%,3.2%,.,0.0,3.0,3.4%,1.1%,9.9%,
Cn1c(=O)c2c(nc(NCCNC(=O)c3ccco3)n2Cc2ccccc2Cl)n(C)c1=O,i,4.4%,8.1%,.,1.0,5.0,-5.7%,-0.9%,-15.8%,Spn PMK inh pilot replicates=5.0;MK inhibit pilot replicates=0.0;DPM-DC inhibit pilot screen %=2.5
Cc1cc2c(c(=O)n1Cc1ccco1)C(c1cccnc1)C(C#N)=C(N)O2 (stereo unspecified),i,-4.5%,13.6%,.,8.0,4.0,-14.8%,0.5%,-9.8%,
CCC(OC(=O)c1ccco1)C(=O)NCc1ccco1 (stereo unspecified),i,1.0%,1.5%,.,18.0,0.0,3.3%,-5.8%,2.5%,
Cn1c(SCC(=O)c2cccs2)nnc1-c1ccco1,i,6.2%,5.8%,.,19.0,0.0,1.4%,0.6%,0.3%,
Cc1ccc(S(=O)(=O)Cn2nnnc2CN2CCN(Cc3ccc4c(c3)OCO4)CC2)cc1,i,0.9%,-11.3%,7.2%,0.0,6.0,-10.2%,10.9%,-11.0%,

# A stretch from further up, as a working copy:
SMILES,DPM-DC inhibit,HT1080 cytotoxicity,Alkaline phosphatase,LYP inhibition,Spn PMK inh,MK inhibit,HPDE-C7 viability,Bfl-1 inhibitors,KRASV12 cytotoxicity,others
O=C(Nc1ccc(Cl)c(Cl)c1)N(Cc1cccnc1)Cc1ccco1,i,-0.1%,10.4%,17.0%,18.0,0.0,-8.7%,2.3%,-10.2%,
CC1CCCN(CCC(=O)c2ccc(Br)cc2)C1 (stereo unspecified),i,5.9%,10.7%,.,8.0,19.0,-1.4%,-3.8%,-2.1%,
O=c1cc(CSc2ccccn2)c2ccccc2[nH]1,i,18.8%,5.4%,-0.9%,4.0,0.0,-6.3%,4.5%,-6.3%,Spn PMK inh pilot replicates=0.5;MK inhibit pilot replicates=2.5;DPM-DC inhibit pilot screen %=0.5
COC(=O)Nc1cc(C)nc2ccccc12,i,-9.1%,12.1%,1.9%,8.0,3.0,-11.9%,9.6%,-5.1%,
COc1ccc2c(c1)c(=O)oc1c(C)c3occ(C)c3cc12,i,4.6%,5.3%,.,11.0,11.0,2.4%,-5.9%,-2.1%,
CN(C)CCOCCP(=O)(c1ccccc1)c1ccccc1,i,6.3%,4.7%,.,0.0,2.0,-0.5%,-1.0%,9.0%,

# (cont.)
SMILES,DPM-DC inhibit,HT1080 cytotoxicity,Alkaline phosphatase,LYP inhibition,Spn PMK inh,MK inhibit,HPDE-C7 viability,Bfl-1 inhibitors,KRASV12 cytotoxicity,others
COC(=O)C1C(=O)CC(C)(O)C(C(=O)OC)C1c1ccccc1F (stereo unspecified),i,25.8%,15.9%,.,0.0,6.0,5.0%,-3.3%,3.2%,
COC(=O)C1(C)NC(c2ccc(O)cc2)C2C(=O)N(c3ccc4c(c3)OCCO4)C(=O)C21 (stereo unspecified),i,2.2%,6.0%,5.6%,3.0,0.0,-8.7%,-6.9%,-6.5%,
COC(=O)c1ccccc1S(=O)(=O)N1CCC(c2nc3ccccc3o2)CC1,i,-4.2%,5.3%,-5.2%,11.0,5.0,5.2%,-4.2%,-0.6%,
O=C(NC12CC3CC(CC(C3)C1)C2)N1CCC(O)(c2ccc3c(c2)OCO3)CC1,i,-19.1%,9.6%,11.8%,18.0,6.0,0.3%,-3.0%,9.2%,
c1ccc(CCc2nc(-c3ccccn3)no2)cc1,i,5.7%,10.1%,-5.6%,2.0,6.0,6.2%,-2.2%,9.7%,
NNC(=O)c1ccncc1,i,2.8%,3.4%,20.6%,3.0,7.0,6.3%,-2.5%,-0.3%,Spn PMK inh pilot replicates=2.5;MK inhibit pilot replicates=0.0;DPM-DC inhibit pilot screen %=2.0
Clc1ccc(Cc2noc(Cc3ccccc3)n2)cc1Cl,i,4.3%,9.5%,-3.7%,0.0,9.0,-0.3%,-2.7%,-5.0%,
O=C(NCc1ccccn1)c1cc2ccccc2oc1=O,i,7.8%,4.1%,.,18.0,0.0,.,-3.7%,.,
O=C(NC1CCS(=O)(=O)C1)c1cccc(S(=O)(=O)N2CCCCC2)c1 (stereo unspecified),i,2.2%,6.0%,8.1%,5.0,13.0,-5.6%,-0.4%,-6.2%,
CCc1ccc2[nH]c(=O)c(CN(CCCN3CCOCC3)C(=O)Nc3ccc(Cl)cc3)cc2c1,i,29.9%,-2.3%,-1.0%,10.0,3.0,41.8%,-2.4%,37.3%,
CCCc1c(C)c2cc(C)ccc2[nH]c1=O,i,1.3%,14.3%,.,0.0,7.0,-4.7%,3.2%,3.5%,
CC(=O)N1CCCc2cc(S(=O)(=O)Nc3ccc4c(c3)OCO4)ccc21,i,0.0%,10.6%,.,13.0,8.0,-9.1%,-0.8%,1.9%,
O=C(NC1CCCC1)C1CCCN1C(=O)Nc1ccccc1Cl (stereo unspecified),i,-5.4%,3.6%,8.2%,0.0,10.0,-20.3%,-3.8%,-15.2%,
COc1ccc(OC)c(NC(=O)C2CCCN2C(=O)OCc2ccccc2)c1 (stereo unspecified),i,-0.2%,.,.,8.0,0.0,.,.,.,
O/N=C1/C2C3CC4C5C3C1C5C1(OCCO1)C42 (stereo unspecified),i,4.6%,13.6%,1.7%,0.0,5.0,-21.5%,-3.3%,-5.4%,
Cc1cc(NCc2ccc(F)cc2Cl)n2nnnc2n1,i,-4.8%,10.0%,.,14.0,0.0,1.8%,-1.6%,-18.3%,
Cc1cccc2cc3c(nc12)SC(=NCC1CCCO1)N(Cc1ccco1)C3 (stereo unspecified),i,-25.7%,11.7%,.,0.0,7.0,53.7%*,-1.1%,43.5%,
CCOC(=O)N1CCC(NC(=O)CCC(=O)N2CC(C)Oc3ccc(C)cc32)CC1 (stereo unspecified),i,5.9%,6.2%,6.4%,8.0,6.0,-10.8%,-12.5%,-0.1%,
O=C(COC(=O)CCc1c[nH]c2ccccc12)NC1CCS(=O)(=O)C1 (stereo unspecified),i,3.9%,16.1%,4.6%,13.0,5.0,-2.7%,-1.5%,0.2%,Spn PMK inh pilot replicates=6.5;MK inhibit pilot replicates=8.5;DPM-DC inhibit pilot screen %=3.0
CCOC(=O)N1CCN(C(=O)C2CC(c3ccc(F)cc3)=NO2)CC1 (stereo unspecified),i,-4.0%,-2.1%,-0.4%,3.0,4.0,-6.4%,8.1%,-1.4%,
COc1ccc(OC)c(CNC(=O)CCNC(=O)Cn2ccc3ccccc3c2=O)c1,i,-13.8%,17.2%,.,22.0,0.0,-22.0%,-3.9%,-5.1%,
CCOC(=O)N1CCN(Cc2nc3c(c(=O)[nH]c(=O)n3C)n2CCCc2ccccc2)CC1,i,3.0%,0.4%,11.9%,0.0,0.0,-9.8%,-9.4%,-0.5%,
COCCCNC(=O)C(C#N)c1nc2ccccc2nc1N1CCN(Cc2ccccc2)CC1 (stereo unspecified),i,35.4%,21.8%,2.1%,0.0,6.0,17.6%,-3.2%,18.0%,
CCC(c1nnnn1Cc1ccco1)N(CCc1ccccc1)Cc1cc2cccc(C)c2[nH]c1=O (stereo unspecified),i,18.7%,10.8%,7.8%,7.0,1.0,7.9%,-2.7%,14.5%,Spn PMK inh pilot replicates=4.0;MK inhibit pilot replicates=0.0;DPM-DC inhibit pilot screen %=0.0
CCN1CCN(Cc2nc(N)nc(Nc3ccc(C)c(C)c3)n2)CC1,i,-6.5%,8.3%,-10.1%,11.0,7.0,-24.8%,2.5%,-24.7%,
